Autophagy mod: modulators of autophagy | MEF GFP-LC3 puncta imaging; test concentration mostly 10 µM | calls only at 10 µM (by protocol) | 190,000 tested, 0.98% active | AID 463193;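 active = percentage of spot-positive cells more than 3 SD above its plate mean, without a fluorescence outlier flag or 80% toxicity; inconclusive = no clear call, values can overlap the other calls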;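 also: spot-positive cell cutoff set from DMSO-treated cells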
Ins promoter up: MIN6 insulin promoter up-regulation. MIN6 insulin promoter-GFP reporter, high-content imaging; active compounds read high. AID 1625. z-score at 5 µM. 190,000 tested, 0.3% active;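 active = z-score above 3 at 5 µM with at least 500 cells counted in the well; inconclusive = wells under 500 cells, flagged as cytotoxic or low count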
b-catenin transl: alters nuclear translocation of beta-catenin in HeLa cells; immunofluorescence imaging; nuclear translocation activity, % at 5 µM; 190,000 tested, 0.3% active; AID 1665;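 active = nuclear translocation activity above 50% at 5 µM, with a well cell count of 50 or more; inconclusive = wells under 50 cells across six images, flagged as toxic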;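 also: per-cell ratio of nuclear to cytoplasmic median beta-catenin stain intensity; plate controls were DMSO negative control for no effect and GSK-3 inhibitor IX positive control for full effect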
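Test system: HeLa cells, endogenous beta-catenin; Compound: single 5 µM dose plus 0.02–20 µM confirmation series; Times: compound exposure 24 h at 37°C; Signal: fluorescence imaging of beta-catenin antibody stain plus DAPI; Read-out: % activation, nuclear-to-cytoplasmic median beta-catenin signal ratio per cell.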
T cell modulator: T cell immune modulation candidate; 2C CD8+ T cell-vesicle binding, flow cytometry; active compounds read low; AID 2052; 330,000 tested, 0.068% active; calls only at 7 µM;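 active = response, share of CD8 T cells binding vesicles, and their 90th percentile fluorescence all below set limits, cut at about 80% in these data, passing the limit was not always enough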
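Test system: purified 2C TCR transgenic mouse naive CD8+ T cells. Probe or stimulus: QL9-peptide-loaded Drosophila micro-vesicles bearing Ld, ICAM-1 and B7-1. Incubation: binding step 1.5 h, 37 °C, antibody labelling 20 min, ice. Measured by: flow cytometry of vesicle-bound cells.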
MT stabilize HCS: microtubule stabilizers in HeLa cells | HeLa tubulin immunostaining HCS, 24 h; share of cells brighter than vehicle mean+2SD | % tubulin-high responders, % at 10 µM | 200,000 tested, 0.83% active | AID 2205;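 active = plate Z-score above 3 for both tubulin-high and condensed-nucleus cell shares, with cell loss under 80%, at 10 µM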;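 also: anti alpha tubulin signal scored within the nucleus-defined area of each cell; some results filed as inactive read as strong as hits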
PMI inhibition: MPI inhibition at elevated mannose 6-phosphate – biochemical, fluorescence intensity, high mannose 6-phosphate, primary screen (AID 1220). recombinant PMI enzyme, coupled fluorescence intensity; higher % means a stronger effect. 190,000 tested, 0.66% active. inhibition, % at 20 µM; hits with a dose series show IC50 in µM
TNAP activators: stimulation of alkaline phosphatase TNAP activity – biochemical, luminescent, no phosphate acceptor, uHTS, primary screen (AID 1001). one-dose activation fold at 20 µM; EC50 in µM for titrated hits. 200,000 tested, 0.03% active. purified TNAP, luminescent activation assay, no phosphate acceptor; higher activation fold means a stronger effect; in the data active = activation fold from about 3, or a potency from the dose series; inactive = the rest, 99 in 100 with activation fold below about 1.6; also: many of its hits are not listed in these tables
PMI inhibitors: inhibitors of human PMI, primary screen, biochemical, fluorescence intensity, coupled assay (AID 1209); inhibition, % at 20 µM, or IC50 in µM where a hit was titrated; purified PMI enzyme, coupled fluorescence intensity; higher % means a stronger effect; 190,000 tested, 0.42% active;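 also: plate controls were DMSO vehicle for no effect and wells lacking substrate for full effect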
Hep lipid drop: hepatic lipid droplet formation modulation. 240,000 tested, 0.4% active. AML12 mouse hepatocytes, oleate lipid droplets, BODIPY imaging. AID 1656. inhibition, % at 6.5 µM;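 active = lipid droplet intensity inhibited by at least 50%, with more than 500 cells counted; inconclusive = wells with under 300 cells, treated as cytotoxic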
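Assay system: AML12 mouse liver cells | Compound: 6.5 µM single-point dosing | Schedule: Overnight exposure | Technique: Fluorescence imaging, 20x objective, two fields per well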
Ins promoter up cell count: also measured in Ins promoter up; calls as there; cell count; measured here: cytotoxicity, nuclei count;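 total cells summed across four imaged fields per well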
Hep lipid drop cells 6.5 µM: further read-out of Hep lipid drop, marked with its call; cell count; measured here: cell count, cytotoxicity flag;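 cells counted across two imaged fields per well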
b-catenin transl cell count 5 µM: further read-out of b-catenin transl, marked with its call; cell count; measured here: cell count, cytotoxicity flag
T cell modulator vesicle-bound %: recorded beside T cell modulator, whose call it bears; double positive events, %; measured here: CD8+ vesicle-bound cell fraction;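 binding gate set so that unloaded-vesicle control wells show 10% double positive cells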
MT stabilize HCS Hoechst-high %: recorded beside MT stabilize HCS, whose call it bears; % Hoechst-high responders; measured here: nuclear condensation Hoechst responders;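 share of cells brighter than vehicle mean plus two SD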
MT stabilize HCS cytotoxicity %: recorded beside MT stabilize HCS, whose call it bears; toxicity, %; measured here: cytotoxicity by cell density;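 0% = mean cell density of plate MIN control wells and 100% = no cells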
Autophagy mod cell loss 18 h: second read-out of Autophagy mod, no call of its own (marks repeat the call); toxicity, %; measured here: cell loss, nuclei count;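 cell loss after 18 h compound exposure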
* = called active by the depositor; i = inactive; ? = inconclusive; nt = no result given. Rule as the data show it, unless noted: active = inhibition above about 50%; inactive = the rest.

SMILES | Autophagy mod | Autophagy mod cell loss 18 h | Ins promoter up | Ins promoter up cell count | b-catenin transl | b-catenin transl cell count 5 µM | T cell modulator | T cell modulator vesicle-bound % | MT stabilize HCS | MT stabilize HCS Hoechst-high % | MT stabilize HCS cytotoxicity % | PMI inhibition | TNAP activators | PMI inhibitors | Hep lipid drop | Hep lipid drop cells 6.5 µM
CCC(C)N(C(=O)COc1ccc(NC(C)=O)cc1)C1CCS(=O)(=O)C1 (stereo not given) | i | 25 | 0.02 | 1490 | -4.3 | 1071 | i | 36 | 1.9 | 2.5 | 4.2 | -14% | 1 | -17% | 12 | 688
O=C(Nc1nc(-c2ccccc2)cs1)C1COc2ccccc2O1 (stereo not given) | i | 7 | 0.09 | 1244 | 4.3 | 1138 | i | 52 | 1.3 | 1.7 | 9.3 | 10% | 1 | 9% | 10 | 762
CCn1c(SCC(=O)N2CCCC2)nc2ccccc2c1=O | i | 4 | 1 | 1498 | -2.4 | 1141 | i | 58 | 5.3 | 3.0 | 5.7 | -6% | 1.1 | -10% | nt | nt
COc1ccc(S(=O)(=O)Nc2ccccn2)c(C)c1C | i | -2 | 0.69 | 1211 | 1.9 | 1132 | i | 28 | 1.7 | 2.0 | 0.8 | 8% | 1.1 | 7% | 5 | 808
CCOc1ccc2nc(NS(=O)(=O)c3ccc(NC(C)=O)cc3)sc2c1 | i | -2 | 0.04 | 837 | -4.7 | 1166 | i | 10 | 2.5 | 2.2 | 9.9 | 6% | 1.1 | 13% | 4 | 747
COc1ccc(N2CSC3=C(C#N)C(c4cccc(OC)c4OC)CC(=O)N3C2)cc1 (stereo not given) | i | 3 | 0.3 | 951 | nt | nt | i | 16 | 5.4 | 2.0 | 2.4 | -24% | 1.1 | 18% | nt | nt
CCOC(=O)c1c(/N=C/c2cccc(C)c2O)sc2c1CCN(C)C2 | i | 11 | -0.52 | 1515 | -0.6 | 1111 | i | 0 | 3.9 | 2.0 | 6.0 | -2% | 0.9 | 14% | -6 | 607
COc1cc(C(=S)N2CCCCC2)ccc1OCC(=O)Nc1ccccc1Cl | i | -2 | -0.61 | 1481 | -3.1 | 1087 | i | 52 | 1.3 | 1.8 | 13 | 1% | 1.1 | 5% | 3 | 667
CCc1nn(C(C)C(=O)NC(C)CCc2ccco2)c(=O)c2cc3occc3n12 (stereo not given) | i | 15 | -0.03 | 1297 | -3.0 | 1219 | i | 9 | 3.6 | 1.3 | 9.1 | -3% | 1.1 | 1% | -49 | 740
O=[N+]([O-])c1ccc(/C=N/Nc2nc(N3CCCCCC3)nc(N3CCCCCC3)n2)o1 | ? | nt | nt | nt | -1.3 | 1157 | i | 33 | 2.6 | 1.5 | 5.2 | 22% | 0.9 | -3% | 4 | 723
Cc1ccc(NC(=O)CN2CCN(S(=O)(=O)c3cccs3)CC2)cc1S(=O)(=O)N(C)C | i | -3 | -0.59 | 1607 | 0.2 | 963 | i | 34 | 1.9 | 2.0 | 5.2 | 11% | 1.1 | 9% | 17 | 635
O=C1N(CC(=O)N2CCc3ccccc32)CCN1Cc1ccccc1Cl | i | 0 | 0.24 | 932 | nt | nt | i | 45 | 2.4 | 1.7 | 0.8 | 0% | 1.1 | -3% | -3 | 810
CN(C)c1ccc(C(CNC(=O)c2ccccc2Br)c2c[nH]c3ccccc23)cc1 (stereo not given) | i | 3 | 0.03 | 1300 | -3.8 | 514 | i | 37 | 1.7 | 3.3 | 12 | 25% | 1.1 | 13% | 0 | 670
CC(=O)Nc1cc2ccc(OC(C)=O)cc2oc1=O | i | 7 | 0.32 | 986 | nt | nt | i | 42 | 3.1 | 3.6 | 8.8 | 15% | 1.2 | 6% | nt | nt
CC(C)Cn1c(=O)[nH]c(=O)c2c(C(F)(F)F)cc(-c3ccccc3)nc21 | nt | nt | -0.48 | 897 | -1.4 | 1366 | i | 20 | nt | nt | nt | nt | nt | nt | 19 | 685
CN1CCN(C(=O)c2ccc(C(C)(C)C)cc2)CC1 | i | 13 | -0.63 | 952 | 0.6 | 1080 | i | 54 | 1.5 | 1.5 | 2.7 | -2% | 1.1 | -5% | nt | nt
Cc1ccccc1Cn1cnc2c(cnn2C(C)(C)C)c1=O | i | 8 | -0.2 | 1533 | -0.1 | 1305 | i | 44 | 3.2 | 2.3 | 9.6 | 3% | 1.1 | -1% | nt | nt
Cc1ccc(NC(=O)Cc2c(O)c3ccccc3[nH]c2=O)c(C)c1 | nt | nt | -0.19 | 1430 | 0.1 | 1308 | i | 17 | nt | nt | nt | nt | nt | nt | 9 | 759
CC(=O)c1nn(-c2cccc(Cl)c2)cc1C(=O)c1ccco1 | i | 15 | -0.91 | 1658 | 0.0 | 1411 | i | 37 | 2.9 | 1.6 | 2.8 | 2% | 1.1 | 6% | nt | nt
O=C(CN1C(=O)CCC1=O)Nc1nc(-c2ccc(Oc3ccccc3)cc2)cs1 | i | 8 | 1 | 1329 | 0.6 | 1014 | i | 14 | 5.3 | 1.5 | 6.5 | 8% | 1.1 | 15% | 2 | 725

Entries of single compounds, quoted from the list. Order of screens: Autophagy mod	Autophagy mod cell loss 18 h	Ins promoter up	Ins promoter up cell count	b-catenin transl	b-catenin transl cell count 5 µM	T cell modulator	T cell modulator vesicle-bound %	MT stabilize HCS	MT stabilize HCS Hoechst-high %	MT stabilize HCS cytotoxicity %	PMI inhibition	TNAP activators	PMI inhibitors	Hep lipid drop	Hep lipid drop cells 6.5 µM
`O=C1N(CC(=O)N2CCc3ccccc32)CCN1Cc1ccccc1Cl` as listed: i	0	0.24	932	nt	nt	i	45	2.4	1.7	0.8	0%	1.1	-3%	-3	810
`CC(=O)Nc1cc2ccc(OC(C)=O)cc2oc1=O` as listed: i	7	0.32	986	nt	nt	i	42	3.1	3.6	8.8	15%	1.2	6%	nt	nt
`CN(C)c1ccc(C(CNC(=O)c2ccccc2Br)c2c[nH]c3ccccc23)cc1` (stereo not given) as listed: i	3	0.03	1300	-3.8	514	i	37	1.7	3.3	12	25%	1.1	13%	0	670

Continuation:
SMILES | Autophagy mod | Autophagy mod cell loss 18 h | Ins promoter up | Ins promoter up cell count | b-catenin transl | b-catenin transl cell count 5 µM | T cell modulator | T cell modulator vesicle-bound % | MT stabilize HCS | MT stabilize HCS Hoechst-high % | MT stabilize HCS cytotoxicity % | PMI inhibition | TNAP activators | PMI inhibitors | Hep lipid drop | Hep lipid drop cells 6.5 µM
COCC(C)NC(=O)COc1ccc(Cl)cc1Cl (stereo not given) | i | -1 | nt | nt | -1.9 | 1242 | i | 21 | 2.3 | 1.9 | 3.4 | 2% | 1.1 | 7% | 0 | 699
Cc1c(C(=O)Nc2ccccc2-c2ccccc2)cccc1[N+](=O)[O-] | i | 10 | 0.21 | 1468 | 0.1 | 1349 | i | 30 | 1.0 | 2.0 | 9.0 | 3% | 1.1 | 10% | nt | nt
Cc1ccc(CSc2nc3c(c(=O)[nH]2)C(c2ccncc2)C2=C(CCCC2=O)N3)cc1 (stereo not given) | i | 2 | -0.06 | 1729 | 0.0 | 1051 | i | 25 | 3.2 | 2.6 | 11 | -5% | 1.1 | 6% | 22 | 669
CCC(=O)NC1(Cc2ccc(O)cc2)CCCCC1 | i | -19 | 0.24 | 1567 | -4.6 | 1106 | i | 19 | 3.5 | 1.9 | 4.8 | -2% | 1.1 | -2% | 0 | 627
Cc1cccc(N2C(=N)SCC2=O)c1C | i | -5 | 0.44 | 1410 | 2.4 | 1099 | i | 4 | 3.5 | 1.6 | 5.2 | -1% | 1 | 13% | -17 | 642
COc1cc(/C=C2/NC(=O)NC2=O)cc(Br)c1OCc1cccc(C(=O)O)c1 | i | -5 | 0.12 | 1183 | 0.6 | 1077 | i | 30 | 4.0 | 2.8 | 7.4 | -11% | 0.9 | -15% | 2 | 665
CS(=O)(=O)N1CCN(c2ncnc3c2cnn3-c2ccccc2)CC1 | i | 7 | -0.13 | 1463 | -1.6 | 1040 | i | 41 | 1.0 | 0.8 | 5.4 | -9% | 1.1 | -6% | 9 | 755
C/C(=N\NC(=O)CN1CCN(S(=O)(=O)c2ccc(C)cc2)CC1)c1ccncc1 | nt | nt | 0.02 | 1045 | -1.5 | 1298 | i | 58 | nt | nt | nt | nt | nt | nt | 22 | 672
C/C(=N/NC(=O)c1cccc(C)c1)c1c(O)cc(C)oc1=O | i | -7 | 0.08 | 1214 | -2.0 | 1250 | i | 6 | 2.5 | 0.4 | 23 | -38% | 1 | -28% | 3 | 776
COC(=O)c1scc(C)c1S(=O)(=O)Nc1ccc(C)cc1 | nt | nt | 0.27 | 1056 | -0.6 | 1283 | i | 26 | nt | nt | nt | nt | nt | nt | 8 | 695
Cc1cc(N2CCN(C3CCCCC3)CC2)n2nc(C)nc2n1 | i | 2 | 0.62 | 1292 | -1.0 | 552 | i | 61 | 3.3 | 2.0 | 15 | -5% | 1 | -1% | -2 | 732
CCc1cc2c(=O)c(-c3nc4ccccc4[nH]3)coc2c(CN2CCCCC2)c1O | nt | nt | -0.24 | 976 | -0.2 | 1344 | i | 31 | nt | nt | nt | nt | nt | nt | 2 | 653
C=CCNC(=O)c1cc(Cl)ccn1 | i | 1 | -0.23 | 1313 | 1.5 | 1074 | i | 57 | 7.2 | 2.1 | 11 | 6% | 1.1 | 3% | 0 | 681
CC1=Nc2cc(C(=O)O)ccc2Sc2ccc(C)cc21 | i | -11 | 0.26 | 1149 | -0.1 | 1025 | i | 2 | 1.1 | 3.9 | 4.2 | -7% | 1.1 | -7% | 19 | 672
CCCC/C(O)=C1\C(=O)CCCC1=NCCc1c(C)[nH]c2ccccc12 | nt | nt | 0.36 | 1144 | -0.2 | 1202 | i | 30 | nt | nt | nt | nt | nt | nt | -24 | 729
Cc1c(C#N)c2ncn(Cc3ccccc3)c(=O)c2n1-c1ccccc1 | i | -8 | -0.11 | 1095 | -4.7 | 1097 | i | 41 | 1.7 | 2.5 | 11 | 3% | 1.2 | 2% | nt | nt

Source: PubChem

Rows are unselected. Share with any hit: about 2.9%.
